GPR55 LPI antagonism – GPR55 antagonists blocking LPI-driven arrestin recruitment, primary screen, imaging, U2OS, beta-arrestin-GFP, LPI agonist (AID 2013); G-protein coupled receptor 55 (Homo sapiens); U2OS GPR55 beta-arrestin-GFP translocation imaging, LPI antagonism; higher % means a stronger effect; inhibition, % at 10 µM; hits with a dose series show IC50 in µM; actives 0.13% (n = 290,000);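 active means spots per cell inhibited over 60%, with over 100 cells counted and total cytoplasm intensity under 500,000; inconclusive means wells with under 100 cells, flagged as likely toxic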;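 further: U2OS cells stably carrying GPR55 and arrestin-GFP stimulated by 5 µM LPI near EC80; imaged beta-arrestin-GFP aggregate spots per cell after agonist stimulation; plate controls were LPI-stimulated DMSO wells for no effect and DMSO wells without LPI for full effect; some results filed as inactive read as strong as hits; confirmed hits need IC50 under 10 µM and bright autofluorescent wells are also inconclusive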
GPR55 activation – GPR55 agonists via beta-arrestin recruitment, primary screen, imaging, U2OS cells, beta-arrestin-GFP redistribution (AID 1961). G-protein coupled receptor 55 (Homo sapiens). U2OS GPR55 beta-arrestin-GFP redistribution imaging; higher % means a stronger effect. activation, % at 10 µM; hits with a dose series show EC50 in µM. actives 0.048% (n = 290,000);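 active means activation above 40% with more than 50 cells counted in the well; inconclusive means wells holding fewer than 50 cells, flagged as toxic or sparse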;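 further: U2OS osteosarcoma cells stably expressing GPR55 and beta-arrestin-GFP; plate controls were DMSO negative control for no effect and LPI positive control for full effect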
NOD1 NF-kB reporter – NOD1 signaling inhibitors, primary screen, cell-based, luminescence, uHTS (AID 1578) | NOD1-driven NF-kB luciferase reporter cells, luminescence; higher % means a stronger effect | inhibition, % at 4 µM, or EC50 in µM where a hit was titrated | actives 1% (n = 290,000); in the data active means inhibition mostly above about 36%, no sharp cut-off; inactive means mostly below about 34%;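 further: HEK-293T reporter cells stimulated with the NOD1 agonist gamma-tri-DAP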
KOR beta-arrestin-1 – KOR antagonists, beta-arrestin recruitment, cell-based, luminescence, uHTS (AID 1778); Kappa-type opioid receptor (Homo sapiens); inhibition, % at 10 µM, or IC50 in µM where a hit was titrated; KOR beta-arrestin recruitment, luminescence, antagonist mode; higher % means a stronger effect; actives 0.091% (n = 290,000); further: strong numbers were not always called active
KOR beta-arrestin-2 – KOR agonists, beta-arrestin recruitment, primary screen, cell-based, luminescence, uHTS (AID 1777). KOR beta-arrestin recruitment, luminescence; higher % means a stronger effect. activation, % at 10 µM; hits with a dose series show EC50 in µM. actives 0.02% (n = 280,000); in the data active means activation above about 50%, passing the limit was not always enough; further: a part of the inactive calls stands beside numbers as strong as those of hits
GPR35 antagonists – GPR35 antagonists blocking zaprinast-driven arrestin recruitment, primary screen, imaging, U2OS, beta-arrestin-GFP, zaprinast agonist (AID 2058) | G-protein coupled receptor 35 (Homo sapiens) | U2OS GPR35 beta-arrestin-GFP translocation imaging, zaprinast antagonism; higher % means a stronger effect | actives 0.052% (n = 290,000) | one-dose inhibition, % at 10 µM; IC50 in µM for titrated hits;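 active means inhibition of at least 50% with at least 30 cells and total cytoplasm GFP at most 10,000,000; inconclusive means under 30 cells or total GFP of 10,000,000 plus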
HEK293 NOD2/NF-kB – NOD2 signaling inhibitors, cell-based, luminescence, uHTS, HEK293 (AID 1566). inhibition, % at 4 µM; hits with a dose series show EC50 in µM. HEK293 NOD2/NF-kB luciferase reporter, luminescence; higher % means a stronger effect. actives 0.63% (n = 290,000); further: many of its hits are not listed in these tables
HIV fusion peptide – inhibitors of HIV fusion peptide binding, primary screen, biochemical, uHTS, fluorescence dequenching (AID 1986) | cell-free peptide binding, fluorescence dequenching, 30 min; higher % means a stronger effect | one-dose inhibition, % at 20 µM; IC50 in µM for titrated hits | actives 0.3% (n = 290,000); in the data active means inhibition mostly above about 52%, no sharp cut-off; inactive means mostly below about 76%; further: some results filed as inactive read as strong as hits
Myeloid diff MLP – induction of myeloid progenitor differentiation, primary screen, cell-based, flow cytometry, MLPCN library; ER-HoxA9 myeloid progenitors, lysozyme-GFP differentiation; actives 1% (n = 360,000); calls only at 10 µM;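 active means normalized GFP-positive differentiation at or above the plate's own cutoff, the solvent-only control mean plus 3 SD; inconclusive means no clear call, values can overlap the other calls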;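 further: cells exposed to compound for four days before flow analysis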
Myeloid diff MLP GFP+ MAC1+ % – second read-out of Myeloid diff MLP, no call of its own (marks repeat the call); GFP+ MAC1+ double positive, %; measured here: differentiation confirmed by MAC1 staining
Numbers without * were called inactive; i = inactive; ? = inconclusive; · = not tested or not shown; [ ] = remark or other dose. Unless noted, no stated cut-off is given here; in the data, active means inhibition above about 50%; inactive means the rest. A portion of the library; the hit share may differ from the screen's.

SMILES | GPR55 LPI antagonism | GPR55 activation | NOD1 NF-kB reporter | KOR beta-arrestin-1 | KOR beta-arrestin-2 | GPR35 antagonists | HEK293 NOD2/NF-kB | HIV fusion peptide | Myeloid diff MLP | Myeloid diff MLP GFP+ MAC1+ %
CCOc1ccc(CNC(=S)N/N=C/c2ccc(OC)c(OC)c2)cc1 | 2% | -0.3% | -14% | 6% | -0.1% | -18% | 11% | -1.8% | i | 1.1
CCOC(=O)C1(C)NC(c2cccs2)C2C(=O)N(c3ccc(OC)cc3)C(=O)C21 (centres undefined) | 9% | -0.1% | -29% | 0% | 3.7% | 2% | -1% | 0.4% | i | 0.2
COC(=O)c1ccc(NC(=O)CN2CCC(NC(=O)c3ccco3)CC2)cc1 | 12% | -0.2% | -39% | 0% | 0.7% | -6% | -8% | 1.5% | i | 0.0
COc1ccc(COCCN2CCN(S(=O)(=O)c3ccc(C)cc3)CCC2=O)cc1 | -12% | -0.3% | -9% | -10% | 0.3% | 4% | 6% | -1.0% | · | ·
Cc1ccccc1NC(=S)N(Cc1ccco1)C(C)c1cccs1 (centres undefined) | 21% | 0.1% | -17% | 2% | -2.8% | -4% | -1% | 0.7% | i | 1.1
COc1ccc(-c2nc(CS(=O)(=O)CC(=O)NC3CCCCC3C)c(C)o2)cc1 (centres undefined) | 0% | -0.2% | 9% | -3% | -2.2% | -13% | 17% | 2.1% | i | 3.2
CC(C)CCNC(=O)c1nnc(Cc2ccc(Cl)cc2)o1 | 3% | 0.2% | 8% | 36% | -3.7% | 2% | 0% | 0.1% | i | 3.2
Cc1ccc(S(=O)(=O)c2nc(-c3cccs3)oc2SCC(N)=O)cc1 | 18% | -0.1% | 0% | 1% | 0.9% | -11% | 8% | -2.1% | i | 0.5
COc1ccccc1NC(=O)C1CCCCN1S(=O)(=O)c1ccc(F)cc1 (centres undefined) | 5% | -0.1% | -22% | -10% | -2.9% | 8% | -5% | 54% | i | 1.0
COC(=O)c1cn(NC(=O)c2cc(OC)cc(OC)c2)c(=O)c2ccccc12 | · | -0.1% | 3% | 7% | -4.2% | 21% | 14% | -1.4% | i | 1.1
COc1ccc(C(=O)N/C(=C\c2ccco2)C(=O)NCc2ccco2)cc1 | 19% | -0.2% | -24% | 22% | -2.3% | 3% | -3% | 0.5% | i | 4.0
O=C(CNC(=S)N(CCCN1CCOCC1)Cc1cccs1)NC1CCCCC1 | 12% | 0.0% | -36% | -8% | 3.7% | 7% | 0% | -0.2% | i | 0.3
CCn1c(CNC(=O)c2ccco2)nnc1SCC(=O)c1ccccc1 | -2% | 0.3% | -14% | 9% | -5.0% | 7% | 6% | -1.3% | i | 0.7
Cc1cc(C(=O)OCC(=O)N2CCOCC2)ccc1[N+](=O)[O-] | -8% | 0.2% | -22% | 4% | -3.6% | 10% | 7% | 1.8% | i | 0.8
Cc1ccc(OCC(=O)Nc2cc(NC(=O)COc3ccc(C)cc3)cc(C(=O)O)c2)cc1 | 10% | -0.2% | -35% | -16% | 5.1% | -6% | 5% | 14% | i | 0.4
Cc1cc(C)c(S(=O)(=O)N(CC(=O)O)C2CCCCC2)c(C)c1 | -3% | -0.1% | -7% | -16% | 2.5% | -17% | -1% | 0.2% | i | 1.1
Cc1cccc(C)c1NC(=O)N1C(C(=O)O)CSC1C(=O)O (centres undefined) | -3% | 0.0% | 37% | -49% | 0.3% | -7% | 2% | 0.0% | i | 1.5
Cc1cc(C)nc(CCNC(=O)CC2C(=O)NCCN2Cc2ccc(F)cc2Cl)n1 (centres undefined) | 18% | -0.1% | -22% | 15% | -3.8% | -16% | 11% | 2.1% | i | 0.4
COc1ccc(NS(=O)(=O)c2c(C)n(C)c(=O)n(C)c2=O)cc1 | 4% | 0.0% | -23% | -18%[20 µM] | -3.8% | -1% | 1% | -0.6% | i | 0.8
CCOC(=O)N1CCN(c2c(NCc3ccc(F)cc3)c(=O)c2=O)CC1 | -10% | 0.0% | 2% | -30% | 0.2% | 1% | -12% | -1.3% | i | 0.4
O=C(Nc1ccccc1)C1CC(=O)N(C2CCCCC2)C1 (centres undefined) | 5% | -0.2% | -28% | 17% | -6.2% | 0% | -3% | 4.9% | i | 1.0
CC(=O)N/C(=C\c1ccc(Br)s1)C(=O)O | -1% | -0.1% | -16% | -18% | -2.5% | 0% | 3% | -2.2% | i | 0.2
COC(=O)C1C(c2ccc(Cl)cc2)NC(c2ccc(Cl)cc2)C(C(=O)OC)S1(=O)=O (centres undefined) | 0% | 0.2% | -18% | 10% | -8.8% | 5% | 3% | 0.3% | i | 0.4
CCOC(=O)/C(C#N)=C/c1c(N2CCN(c3ccc(OC)cc3)CC2)nc2c(C)cccn2c1=O | 9% | 18% | -7% | 14% | -1.9% | -5% | 12% | -1.6% | i | 0.5
COc1cc(/C=N/NC(=O)CN(CCc2ccccc2)S(=O)(=O)c2ccc(NC(C)=O)cc2)cc(OC)c1OC | 8% | 0.2% | -11% | 20% | -0.3% | -11% | 11% | -2.2% | i | 0.1
COc1ccc(OC)c(NC(=O)c2sc3ncnc(N4CCN(c5ccccn5)CC4)c3c2C)c1 | -3% | 0.3% | 17% | -72% | -0.1% | -4% | 28% | 0.9% | i | 0.5
O=C(NCc1cccs1)c1cccnc1Cl | -4% | -0.2% | -17% | · | -2.9% | -8% | 6% | -0.6% | i | 0.4
N#CC(C#N)C(c1ccsc1)c1c(-c2ccccc2)[nH][nH]c1=O (centres undefined) | 5% | -0.2% | -34% | -71% | -3.3% | 8% | 2% | -1.7% | i | 0.8
CCOC(=O)N1CCN(C(=S)NC(=O)c2cncc(Br)c2)CC1 | 7% | 1.2% | -30% | -30% | 12% | 1% | 14% | 0.5% | i | 0.6
CC(NS(=O)(=O)c1ccc2c(c1)C(C)(C)C(=O)N2C)c1ccccc1 (centres undefined) | 3% | -0.3% | -20% | 22%[20 µM] | -2.5% | 0% | 13% | -0.6% | i | 2.5
COc1ccc(Cl)cc1NS(=O)(=O)c1cccc(C(=O)NCC(c2ccco2)N(C)C)c1 (centres undefined) | 10% | 0.0% | -2% | 2% | 1.1% | 6% | 3% | 0.4% | i | 2.8
COc1ccc(OC)c(S(=O)(=O)Nc2cnc3ccccc3c2)c1 | 9% | -0.2% | -18% | 43% | -4.2% | -13% | 11% | -1.1% | i | 1.3
COc1ccccc1N1CCN(Cc2ccc(-c3ccccc3[N+](=O)[O-])o2)CC1 | 2% | -0.3% | 2% | -10%[20 µM] | -1.4% | -6% | 9% | 11% | i | 0.4
CCOC(=O)c1cc2sc(C)cc2n1CC(=O)N1CCN(C(=O)c2ccco2)CC1 | -1% | 0.0% | -34% | -34% | 5.7% | 6% | 7% | 0.3% | i | 2.5
Cc1ccc(-c2ccc(=O)n(CCC(=O)NCCN3CCCCC3C)n2)cc1 (centres undefined) | 12% | 0.2% | -9% | -1% | 0.5% | -7% | 7% | 1.4% | i | 0.8
Cc1cc(C)c2c(c1)C1(OCCO1)C(=O)N2 | 6% | -0.1% | -6% | -3% | 7.2% | 8% | 3% | -0.2% | i | 0.5
Cc1nc(-c2cccnc2)sc1C(=O)Nc1ccc(F)cc1F | -5% | 0.4% | 16% | -1% | -1.1% | -2% | 29% | 0.4% | i | 2.2
COc1ccc(NS(=O)(=O)c2cccc(N/C(=N\S(=O)(=O)c3ccccc3)c3ccc(F)cc3)c2)cc1 | 5% | 1.3% | 43% | 7% | -1.0% | 4% | 4% | -3.2% | i | 0.1
CC(=O)n1cc([C@@H]2C=C(C(=O)Nc3ccccc3)O[C@H](OCc3ccc(CO)cc3)C2)c2ccccc21 | 14% | -0.2% | -17% | 11% | -2.8% | 18% | -25% | 0.0% | i | 0.4
COc1ccccc1C1CCN(Cc2ccc(Cl)c(Cl)c2)CC1 | 13% | 1.4% | 4% | 3% | -1.4% | 10% | -6% | 0.9% | i | 0.6

Three structures already listed, sorted by heavy-atom count, descending:
SMILES | GPR55 LPI antagonism | GPR55 activation | NOD1 NF-kB reporter | KOR beta-arrestin-1 | KOR beta-arrestin-2 | GPR35 antagonists | HEK293 NOD2/NF-kB | HIV fusion peptide | Myeloid diff MLP | Myeloid diff MLP GFP+ MAC1+ %
COc1ccc(COCCN2CCN(S(=O)(=O)c3ccc(C)cc3)CCC2=O)cc1 | -12% | -0.3% | -9% | -10% | 0.3% | 4% | 6% | -1.0% | · | ·
COc1ccccc1NC(=O)C1CCCCN1S(=O)(=O)c1ccc(F)cc1 (centres undefined) | 5% | -0.1% | -22% | -10% | -2.9% | 8% | -5% | 54% | i | 1.0
Cc1ccccc1NC(=S)N(Cc1ccco1)C(C)c1cccs1 (centres undefined) | 21% | 0.1% | -17% | 2% | -2.8% | -4% | -1% | 0.7% | i | 1.1

Continuation:
SMILES | GPR55 LPI antagonism | GPR55 activation | NOD1 NF-kB reporter | KOR beta-arrestin-1 | KOR beta-arrestin-2 | GPR35 antagonists | HEK293 NOD2/NF-kB | HIV fusion peptide | Myeloid diff MLP | Myeloid diff MLP GFP+ MAC1+ %
COc1cccc(C(=O)OCC(=O)Nc2ccccc2N2CCOCC2)c1 | 1% | 0.8% | -4% | -8% | -2.0% | 7% | 13% | -1.7% | i | 0.6
C=CCn1c(=O)[nH]c2cc(C(=O)N3CC=C(c4ccccc4)CC3)ccc2c1=O | 5% | 0.3% | -6% | -20% | -1.4% | -4% | 8% | 3.8% | i | 1.8
O=c1c2cc3c(=O)n(-c4ccccc4O)c(=O)c3cc2c(=O)n1-c1ccccc1O | -6% | -0.2% | -31% | -10% | 1.7% | -1% | 18% | 11% | i | 1.1
Cc1ccccc1-n1c(SCC(=O)Nc2ccccc2Cl)nc2n[nH]c(C)c2c1=N | 8% | 0.2% | 4% | -22% | -0.6% | -10% | 22% | 1.9% | i | 3.1
Cc1cccc(N(C)S(=O)(=O)c2ccc(-c3cc(C)no3)s2)c1 | -20% | 0.6% | 6% | -106% | 14% | 0% | 3% | -1.7% | ? | ·

Compound activity as filed in PubChem BioAssay.
